# GSIS activator = primary screen for activators of insulin secretion dependent on glucose, INS-1E cells, GLuc reporter luminescence; INS-1E GLuc reporter insulin secretion, 2-3 h; activation, % at 16.6 µM; 370,000 compounds, 0.61% hits; AID 743287;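 active means lowest replicate activation of at least 40%, so every replicate reaches that level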;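 further: 0% = median of neutral control wells and 100% = median of IBMX positive control wells; some compounds called inactive have numbers as strong as hits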
# miR122 inh = blocks miR-122 activity in Huh7 sensor cells; Huh7 miR-122 Renilla luciferase sensor, 48 h; neutral wells = 0, positive control = 100; activation (reporter increase), % at 12.5 µM; 340,000 compounds, 0.3% hits;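 active means mean replicate activation score at least 90 and every replicate individually at or above 90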;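 further: higher luciferase means less miR-122 activity so hits act as miR-122 inhibitors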
# Starred values were filed as active, the others as inactive. These rows are one share of the data, so the mix of outcomes need not match the whole.
SMILES,GSIS activator,miR122 inh
COC(=O)C1C(O)=C(C(C)=N)C(=O)CC1(C)C (configuration not stated),-5,35
O=C(Oc1cccc(NC(=O)c2ccccc2Cl)c1)c1ccc([N+](=O)[O-])cc1,-11,5
Cc1[nH]n(-c2cccc3ccccc23)c(=O)c1/C=N/c1sc2c(c1C#N)CCC2,-7,-6
CC1CCN(S(=O)(=O)c2csc(C(=O)Nc3ccccc3)c2)CC1,13,9
C=CC[N+](C)(C)C/C(Cl)=C(\Cl)c1ccccc1,44,-1
O=S(=O)(NCC1CC1)c1cccc(S(=O)(=O)N2CCCC2)c1,-4,38
COc1ccc(NC(=O)CCS(=O)(=O)c2ccc3c(c2)CCCN3C(C)=O)cc1Cl,6,-10
O=C(NCCO)c1cc2c(s1)CCC2,8,-3
CCOC(=O)C(C)Sc1nc2c(c(=O)[nH]c(=O)n2C)n1C/C=C(/C)Cl (configuration not stated),32,-6
O=C(NCCN1CCOCC1)c1c[nH]c2ccc(S(=O)(=O)N3CCOCC3)cc2c1=O,-6,-5
Cc1cccc2cc(CN(Cc3ccco3)C(c3nnnn3CCc3ccccc3)C(C)C)c(=O)[nH]c12 (configuration not stated),13,12
Oc1ccccc1N=Nc1nc(-c2ccccc2)c(-c2ccccc2)[nH]1,1,-30
CCC(C)NC(=O)Nc1ccccc1C (configuration not stated),12,4
Cc1ccc(OCC(=O)NCc2ccccn2)c(Br)c1,15,16
CCCOc1ccc(C(=O)Nc2ccc(Cl)cn2)cc1,45,-8
CC(=O)c1ccc(C#CC(C)(C)O)s1,5,-1
Cc1cccc(OCCn2c(=O)sc3ccccc32)c1,-28,-1
C=C(C)C1CC=C(CN2CC(C)OC(C)C2)CC1 (configuration not stated),25,2
COc1ccc(-c2cc(CNC(=O)CCl)on2)cc1,2,-3
CSc1nsc(SC)c1C(=O)Nc1ccc(C)cc1,22,28
Cc1cc(NC(=O)Cn2nnc3sc4c(c3c2=O)CCCC4)no1,0,7
COc1cc(CCC(=O)Nc2ccc(C)c(S(=O)(=O)N(C)C)c2)cc(OC)c1OC,-1,-4
CC(=O)c1ccc(NC(=O)Nc2ccc(NS(=O)(=O)c3ccc(C)cc3)cc2)cc1,-18,69
O=C(CSc1nnc2sc3ccccc3n12)c1ccco1,16,-6
COc1ccc(Cc2nnc(NC(=O)CSc3ccccc3)s2)cc1,-1,-1
Cc1ccc(C(=O)CSc2cc(C)nc(SCC(=O)c3ccccc3)n2)cc1,-20,-2
O=C1NN=C(c2ccc(Cl)cc2)CC1c1cccc(Cl)c1 (configuration not stated),-12,-4
CCOc1nc(OCC)nc(N2CCC(C)CC2)n1,37,3
Cc1ccc(Cn2c(SCCN3CCCCC3)nc3c2c(=O)n(C)c(=O)n3C)cc1,3,-3
CCCCc1nc(SCC(=O)Nc2ncccn2)n[nH]1,1,-3
Cc1ccc(C(=O)COC(=O)CCC(=O)Nc2cccc(Cl)c2)cc1[N+](=O)[O-],-3,-3
O=C(NC(c1ccc(Cl)cc1)c1c(O)ccc2ccccc12)c1ccccc1 (configuration not stated),5,4
Cc1cc(C)n(-c2nc3ccccc3c(=O)n2OCCOc2ccccc2)n1,10,5
COc1ccc(CN=C(C)c2c(C(F)(F)F)[nH]n(-c3nc4ccccc4s3)c2=O)cc1,-5,-3
COc1cc(S(=O)(=O)N2CCN(c3ccccc3F)CC2)c(OC)cc1Cl,-10,0
CCCn1c(NC(=O)c2ccc(C)cc2)nc2ccccc21,-3,0
CCn1cc(C(=O)Nc2ccc(F)c(F)c2)cn1,1,1
C=CCNC(=S)NNC(=O)c1csc(C)c1CC,35,1
COC(=O)c1cc(-c2ccc(Br)cc2)n[nH]1,11,-2
CC(C)(C)c1cc(CN2CCN(CCC#N)CC2)cc(C(C)(C)C)c1O,-11,1
O=c1c2ccccc2[nH]c(=S)n1CC1CCCO1 (configuration not stated),-7,30
CCN(CC)CCCNC(=O)c1ccccc1C,13,-2
COc1ccccc1CC1(C)NC(=O)N(CC(=O)N2CC(C)OC(C)C2)C1=O (configuration not stated),3,0
Nc1ccc(C(=O)n2c3ccccc3c3ccccc32)cc1,-27,13
COc1ccccc1N(CC(O)CN(c1ccccc1)S(C)(=O)=O)S(=O)(=O)c1ccccc1 (configuration not stated),-25,4
N#Cc1cn(-c2ccccc2)nc1C(=O)c1ccccc1,36,3
Cc1ccc(Cl)cc1N1CCN(C(c2cccnc2)c2nnnn2C2CCCCC2)CC1 (configuration not stated),-12,2
NNC(=O)C1=NOC(CNc2ncc(C(F)(F)F)cc2Cl)C1 (configuration not stated),-4,-7
O=C(NCc1ccco1)c1scc2c1OCCO2,20,2
O=C(CCCOc1ccccc1)N1CCN(S(=O)(=O)c2cccs2)CC1,25,-3
CCCn1c(=O)c(Cc2ccccc2)c(O)c2ccccc21,20,-4
Cc1cccc(-n2nnc(C(=O)NCc3ccccn3)c2N)c1,14,7
CCCC(=O)Nc1ccc(OCC(=O)OC)cc1,5,-2
CCC1c2ccc(C)n2CCN1C(=O)Nc1ccc(F)cc1 (configuration not stated),-7,1
O=c1c2c([nH]c3ccccc13)CCCC2,6,-4
CN1CCN(C(=O)c2ccc(N(Cc3ccc(Cl)cc3)S(C)(=O)=O)cc2)CC1,10,4
CCCCC(=O)NC(c1ccco1)c1c(O)ccc2ccccc12 (configuration not stated),-13,3
CSc1ccccc1-c1nnc(-c2ccc(C)cc2)o1,-3,3
COc1cccc(-c2nc(N3CC(C)CC(C)C3)c3ccccc3n2)c1O (configuration not stated),-13,7
O=C(O)COc1ccc2c3c(c(=O)oc2c1)CCC3,131*,-5

# The list continues.
SMILES,GSIS activator,miR122 inh
Cc1cc(N(CCO)CCO)nc(-n2nc(C)cc2C)n1,5,5
CN(C)CCCOC(=O)c1ccccc1Cl,5,-4
O=C(NCC1CCCO1)c1ccc(NC(=O)C2CC=CCC2C(=O)O)cc1 (configuration not stated),9,-3
O=C(O)c1cccnc1Oc1ccccc1,16,-3
CC(C(=O)Nc1ccc2c(c1)OCCO2)N1CCN(C(=O)c2ccco2)CC1 (configuration not stated),-6,-1
Cc1ccccc1C1NC(=O)Cc2ccccc21 (configuration not stated),10,-1
N#Cc1c(NC(=O)C2CCCO2)sc2c1CCCCCC2 (configuration not stated),4,-3
COc1ccc(-c2c3c(=O)n(C)c(=O)n(C)c3cn2-c2ccccc2)cc1,25,2
Cc1ccc(-n2ncc3c(=O)n(CC(=O)Nc4cccc(Cl)c4)cnc32)cc1C,257*,-3
C/C(=C\C(=O)c1ccc(Br)cc1)NCc1ccc2c(c1)OCO2,-3,-3
COc1ccc(CNC(=S)Nc2ccccc2C)cc1,11,3
O=C1C2CC=C(Cl)CC2C(=O)N1CN(Cc1ccco1)CN1C(=O)C2CC=C(Cl)CC2C1=O (configuration not stated),-5,0
COc1cccc(C(=O)Oc2cc(N)n(S(=O)(=O)c3ccc(C)cc3)n2)c1OC,-12,0
O=C(NCc1ccc(Cl)cc1)C(=O)NCC(c1ccco1)N1CCOCC1 (configuration not stated),-12,2
OCc1cn(-c2ccccc2)nc1-c1ccc(-c2nn(-c3ccccc3)cc2CO)cc1,19,-2
NS(=O)(=O)c1cccc(NC(=O)CSc2ccccn2)c1,5,-3
CCOc1ccc(Cl)cc1CN1CCOCC1,7,-5
CCn1c(=O)c(=O)[nH]c2cc(C(=O)Nc3ccc(S(=O)(=O)N4CCCC4)cc3)ccc21,0,3
CCCCOC(=O)c1ccc(NC(=O)c2cc(Cl)ccc2OC)cc1,-16,-6
COC(=O)c1[nH]c2cc(OC)c(OC)cc2c1NC(=O)c1cccc(OC)c1,3,-4
CCOc1cc(S(=O)(=O)Nc2ccc(Cl)cn2)ccc1F,16,4
C=CCn1c(Br)nc2c1c(=O)[nH]c(=O)n2C,22,-2
CCOc1cc(CNCc2cccs2)cc(Br)c1OCC,-29,0
CCOc1ccc(OCC)c(NC(=O)CCn2cccc2)c1,-5,2

# Some of the entries so far, tab-delimited:
SMILES	GSIS activator	miR122 inh
COc1ccc(-c2c3c(=O)n(C)c(=O)n(C)c3cn2-c2ccccc2)cc1	25	2
Cc1ccc(-n2ncc3c(=O)n(CC(=O)Nc4cccc(Cl)c4)cnc32)cc1C	257*	-3
C/C(=C\C(=O)c1ccc(Br)cc1)NCc1ccc2c(c1)OCO2	-3	-3
COc1ccc(CNC(=S)Nc2ccccc2C)cc1	11	3
O=C1C2CC=C(Cl)CC2C(=O)N1CN(Cc1ccco1)CN1C(=O)C2CC=C(Cl)CC2C1=O (configuration not stated)	-5	0
COc1cccc(C(=O)Oc2cc(N)n(S(=O)(=O)c3ccc(C)cc3)n2)c1OC	-12	0
O=C(NCc1ccc(Cl)cc1)C(=O)NCC(c1ccco1)N1CCOCC1 (configuration not stated)	-12	2
OCc1cn(-c2ccccc2)nc1-c1ccc(-c2nn(-c3ccccc3)cc2CO)cc1	19	-2
NS(=O)(=O)c1cccc(NC(=O)CSc2ccccn2)c1	5	-3
CCOc1ccc(Cl)cc1CN1CCOCC1	7	-5
CCn1c(=O)c(=O)[nH]c2cc(C(=O)Nc3ccc(S(=O)(=O)N4CCCC4)cc3)ccc21	0	3
CCCCOC(=O)c1ccc(NC(=O)c2cc(Cl)ccc2OC)cc1	-16	-6
COC(=O)c1[nH]c2cc(OC)c(OC)cc2c1NC(=O)c1cccc(OC)c1	3	-4
CCOc1cc(S(=O)(=O)Nc2ccc(Cl)cn2)ccc1F	16	4
C=CCn1c(Br)nc2c1c(=O)[nH]c(=O)n2C	22	-2
CCOc1cc(CNCc2cccs2)cc(Br)c1OCC	-29	0
CCOc1ccc(OCC)c(NC(=O)CCn2cccc2)c1	-5	2

# Further records follow.
SMILES,GSIS activator,miR122 inh
COc1ccccc1CNC(=O)c1cccc(N(C)C)c1,-1,8
Cc1c(NC(=O)c2cccc(NC(=O)c3ccco3)c2)cccc1C(=O)O,3,-7
COc1ccccc1CN(CC(=O)NCC1CCCO1)C(=O)CNS(=O)(=O)c1ccc(C)cc1 (configuration not stated),5,0
C=CCn1c(COc2ccccc2F)nnc1SCC(=O)NC(=O)NCc1ccco1,11,11
CCCC(c1nnnn1CC1CCCO1)N1CCN(c2cc(Cl)ccc2C)CC1 (configuration not stated),-8,3
CCOC(=O)N1CCC(Nc2c(N3CCN(c4cccc(C(F)(F)F)c4)CC3)c(=O)c2=O)CC1,-16,-3
Cc1c(C#N)sc2nc(-c3ccccc3)nc(N3CCCC3)c12,16,2
CC1CCN(S(=O)(=O)c2ccc(Br)s2)CC1,2,24
O=C(CSc1nnc(COc2ccc3c(c2)CCCC3)o1)Nc1ccc(F)cc1,-9,3
CCC(C)(C)n1nnnc1C(c1cc2cc(C)cc(C)c2[nH]c1=O)N1CCN(C(=O)c2ccco2)CC1 (configuration not stated),-8,-1
CCOc1ccc(CN(C(=O)c2cc3ccccc3oc2=O)C2CC2)cc1,-9,17
CCN(C(=O)CCc1nc(-c2ccccc2F)no1)c1cc(OC)ccc1OC,-10,2
CCC1CCCCN1CC(=O)c1c(C)[nH]c2ccccc12 (configuration not stated),-4,7
O=C(CN(c1ccc2c(c1)OCCO2)S(=O)(=O)c1ccccc1)Nc1ccc2c(c1)OCO2,-18,27
CN1CCN(S(=O)(=O)c2ccc3[nH]cc(C(=O)O)c(=O)c3c2)CC1,3,1
CC(C)(C)C(=O)NC(=S)Nc1cc(C(=O)O)ccc1Cl,9,1
COc1cc(/C=N\N=C2/SC(CC(=O)O)C(=O)N2c2ccc(O)cc2)ccc1O (configuration not stated),6,-5
Cc1cccc(C)c1NC(=O)CCCN1CC(C)OC(C)C1 (configuration not stated),5,4
CCCC(CCC)C(=O)NCCN1CCOCC1,5,-7
O=[N+]([O-])c1ccc(Oc2ccc(F)cc2Br)c2ccncc12,-22,2
COc1cc(OC)c2c(C)cc(=O)oc2c1,36,0
Cc1ccc(S(=O)(=O)N2CCN(C(=O)CSc3nnnn3C)C2)cc1,5,1
COC(=O)c1sc(NC(=O)c2ccc(Cn3cc(Cl)cn3)o2)c(C#N)c1C,-14,-5
c1ccc(-c2csc(Nc3nc(N4CCOCC4)nc(N4CCOCC4)n3)n2)cc1,-10,-3
N#C/C=C(/N)N1CCN(c2ccc(Cl)c(Cl)c2)CC1,2,-5
CCOC(=O)c1ccccc1NC(=O)CSc1nnnn1C,4,3
O=C(CN1C(=O)NC2(CCCCCCC2)C1=O)N1CCN(C(=O)c2ccco2)CC1,0,-10
CCc1ccc(NC(=O)C(NS(=O)(=O)c2cccc3nsnc23)c2ccccc2)cc1 (configuration not stated),-19,16
C=CCn1c(COc2ccccc2)nnc1SCC(=O)Nc1ccc(S(N)(=O)=O)cc1,14,-3
Cc1ccc2cccc(SCC(=O)N3CCOCC3)c2n1,4,1
COc1ccc(N/N=C(/C#N)S(=O)(=O)c2nsc(C)c2C#N)cc1,25,7
CCc1nnc(NC(=O)c2ccc(-c3ccc(Cl)cc3)o2)s1,56,-3
CCN(CC)c1nc2ccccc2c(N)c1-c1ccccc1,17,-2
Cc1cc(C)cc(CC2CC(=O)N(c3ccc4c(c3)OCCO4)C2=O)c1 (configuration not stated),-8,-4
FC(F)C(F)(F)C1=CC(c2ccccc2)=NCCN1,3,-2
Cc1c(C(=O)OCC(=O)N2CC(=O)Nc3ccccc32)oc2ccccc12,24,9
O=C(O)c1ccc(CN(c2ccccn2)S(=O)(=O)c2ccccc2)cc1,-15,-2
CCCCn1cc(C(=O)c2cc(Br)ccc2O)cc(C#N)c1=O,-24,3
CCN(CC)c1ccc(NC(=O)c2ccc(Br)o2)c(C)c1,-11,-10
CC1CCCCN1c1cc(C#N)c(C#N)cc1[N+](=O)[O-] (configuration not stated),-4,-4
O=C(Nc1cccc(NC(=O)C2CC3CCCC(C2)C3=O)n1)C1CC2CCCC(C1)C2=O (configuration not stated),5,14
COc1cc(-n2nnnc2SCC(=O)N2CCN(c3ccc(F)cc3)CC2)c(OC)cc1Cl,-30,-15
O=C(CCN1C(=O)c2ccccc2C1=O)N1CCCCCC1,0,-9
O=C(O)CN1C(=O)/C(=C\c2cc(Br)ccc2OCc2ccc(Cl)cc2Cl)SC1=S,12,5
O=C(NCc1cccs1)C1CC(=O)N(c2ccc(F)cc2)C1 (configuration not stated),-1,2
